GPR151 ag: activates the human receptor GPR151; Q8TDV0; PathHunter beta-arrestin GPR151 cells, luminescence; activation, % at 11.2 µM; hit rate 1% among 650,000; AID 1508602; in the data active = activation above about 4.9%;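 note: 0% = median of compound wells and 100% = cells with positive control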
Target sequence (Q8TDV0 whole entry, looked up): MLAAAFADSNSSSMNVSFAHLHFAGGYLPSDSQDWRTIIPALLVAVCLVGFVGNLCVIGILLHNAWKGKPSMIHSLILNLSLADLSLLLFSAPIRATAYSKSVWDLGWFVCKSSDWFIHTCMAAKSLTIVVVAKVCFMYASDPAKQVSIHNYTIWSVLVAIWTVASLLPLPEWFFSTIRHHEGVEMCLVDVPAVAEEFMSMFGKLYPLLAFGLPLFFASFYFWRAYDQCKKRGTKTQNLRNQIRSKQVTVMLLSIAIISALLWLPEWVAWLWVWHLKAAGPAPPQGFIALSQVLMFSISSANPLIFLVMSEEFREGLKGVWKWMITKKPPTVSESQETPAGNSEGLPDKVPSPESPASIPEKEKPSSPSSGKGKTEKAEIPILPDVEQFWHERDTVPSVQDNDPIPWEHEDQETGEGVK
TEAD-YAP block: TEAD-YAP interaction inhibition | HEK-TIYL cells, TEAD-Gal4/YAP UAS-luciferase luminescence | inhibition, % at 9.12 µM | hit rate 1.4% among 640,000 | AID 1259422; in the data active = inhibition above about 32%;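 note: 0% = median of test compound wells and 100% = reference inhibitor wells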
FBW7 act: human FBW7 E3 ligase activation, primary screen; Q969H0; AlphaScreen FBW7–phospho-cyclin E peptide binding, activator screen; normalized activity (activation), % at 26.1 µM; hit rate 0.13% among 650,000; AID 1259310; in the data active = normalized activity above about 1.9%;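 note: purified mutant Fbw7 with reduced substrate affinity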
MITF inh: human MITF inhibition, primary screen; O75030; AlphaScreen MITF homodimerization, bead proximity signal; inhibition, % at 2.6 µM; hit rate 0.91% among 650,000; AID 1259374; in the data active = inhibition above about 50%;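 note: 0% = vehicle wells with protein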
Target sequence (O75030 whole entry, looked up): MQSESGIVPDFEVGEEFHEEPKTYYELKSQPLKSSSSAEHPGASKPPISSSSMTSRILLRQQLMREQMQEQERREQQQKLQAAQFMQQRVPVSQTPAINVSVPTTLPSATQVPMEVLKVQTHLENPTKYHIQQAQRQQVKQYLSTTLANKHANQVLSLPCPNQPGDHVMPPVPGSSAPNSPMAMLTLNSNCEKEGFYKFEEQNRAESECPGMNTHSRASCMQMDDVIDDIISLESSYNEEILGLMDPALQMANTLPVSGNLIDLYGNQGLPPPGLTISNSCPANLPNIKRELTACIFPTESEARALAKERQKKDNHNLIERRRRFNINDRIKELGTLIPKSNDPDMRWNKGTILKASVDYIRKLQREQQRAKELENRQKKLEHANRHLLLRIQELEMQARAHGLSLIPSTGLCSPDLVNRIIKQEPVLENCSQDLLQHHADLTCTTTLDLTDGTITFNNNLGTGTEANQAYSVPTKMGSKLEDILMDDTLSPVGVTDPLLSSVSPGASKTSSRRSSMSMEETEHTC
* = called active by the depositor; & = joins results of further samples.

SMILES | GPR151 ag | TEAD-YAP block | FBW7 act | MITF inh
COc1ccccc1Nc1ncnc2c1c(-c1ccccc1)cn2-c1ccc(C)c(Cl)c1 | 0.9 | 6 | 0.0 | 0
Cc1ccc(C(C)CCN2CCC(C(N)=O)CC2)o1 (centres undefined) | -0.7 | -5 | -0.1 | -2
CCC(=O)Oc1ccc(C(=O)Nc2ccccc2NC(C)=O)cc1 | 1.4 | -6 | 0.0 | -12
OC(CNCC1CCCO1)COc1ccc(OCC(O)NCC2CCCO2)cc1 (centres undefined) | -0.7 | 6 | 2.3* | 12
CCOC(=O)c1oc2ccccc2c1NC(=O)c1ccccc1OC | 0.6 | 5 | 0.2 | 6
CSc1cccc(NS(=O)(=O)c2ccc3[nH]c(=O)ccc3c2)c1 | 0.5 | 1 | 0.1 | -4
O=C1C2C(c3ccccc3)C=CC(c3ccccc3)C2C(=O)N1c1nccs1 (centres undefined) | -0.7 | 3 | -0.1 | -2
O=C1NC(=O)c2c1cc1ccccc1c2-c1ccccc1 | -0.1 | 1 | -0.1 | -1
CC(C)(C)CN1CCN(Cc2cnn(-c3cccc(Cl)c3)c2)CC1CCO (centres undefined) | 0.5 | 1 | 0.0 | 7
O=C(COc1ccc(Cl)cc1)NC1C2CC3CC(C2)CC1C3 (centres undefined) | 0.2 | -2 | -0.1 | 5
CC(C)c1nnc(NC(=O)c2ncoc2-c2ccccc2F)s1 | 0.7 | 4 | -0.2 | 1
CCOc1cccc(/C=C2\C(=O)NC(=O)N(c3cccc(Cl)c3)C2=O)c1 | 3.7 | -10 | -0.1 | 16
C=CCC1(CC=C)CCCCN1C(=O)CC1C(=O)NCCN1Cc1ccccc1OC (centres undefined) | 0.7 | -1 | -0.2 | -14
O=C(Nc1c2c(nn1-c1cccc(Cl)c1)CS(=O)(=O)C2)c1ccc(S(=O)(=O)N2CCCC2)cc1 | -2.1 | 6 | -0.3 | 2
COc1ccc(C(C)=O)cc1N1C(=O)C2C3C=CC(C(OC(C)=O)OC(C)=O)(O3)C2C1=O (centres undefined) | 0.3 | 13 | 0.1 | 1
COc1ccc(S(=O)(=O)NCCc2cn3ccc(C)cc3n2)cc1 | 3.1 | 3 | 0.0 | -17
Cc1ccc(C)c(CN2CCNC2=O)c1 | -0.4 | 0 | -0.2 | -6
COc1ccc(/C=N/NC(=O)c2cc3ccccc3cc2O)cc1Cn1cc([N+](=O)[O-])cn1 | -0.5 | -7 | -0.1 | 3
O=C(CNc1ccccc1)N/N=C/c1ccc(OC(=O)c2cccc(F)c2)cc1 | -1.0 | 3 | 0.2 | -3
Cn1cc(Br)c(C(=O)NNC(=O)c2nn(C)cc2[N+](=O)[O-])n1 | 0.5 | 5 | -0.3 | -8
COc1cc2nc(SCC(N)=O)n3nc(CCn4nc(C)cc4C)nc3c2cc1OC | 3.0 | -6 | 0.2 | -1
CC1CN(C(=O)c2ccc3c(c2)OCO3)OC(c2cccc([N+](=O)[O-])c2)O1 (centres undefined) | -0.2 | 2 | 0.0 | -2
Cc1cc(N(CC(=O)NCC2CCCO2)S(C)(=O)=O)ccc1Br (centres undefined) | -0.8 | -4 | 0.6 | -1
CC(=O)Oc1ccc2c(-c3cc4cc(Br)ccc4oc3=O)cc(=O)oc2c1 | -1.0 | -3 | -0.5 | -11
Cc1cc(NS(=O)(=O)c2ccc(NC(=O)c3ccc(Cl)c([N+](=O)[O-])c3)cc2)nc(C)n1 | -0.4 | -6 | -0.1 | -4
Clc1ccccc1CN1CCN(Cc2cccnc2)CC1 | -0.6 | -3 | -0.2 | 83*
COc1ccccc1CNC(=O)[C@@H]1CC(O)CN1C(=O)C12CC3CC(CC(C3)C1)C2 (some centres undefined) | 0.4 | 6 | 0.1 | -6
COc1ccc(C(=O)NC(C)CCCC(C)C)cc1 (centres undefined) | -0.4 | -20 | 0.4 | 0
O=C(Nc1ccc(F)cc1)c1cccc2c3c([nH]c12)CCCC3 | 0.4 | 5 | 0.1 | 12
O=C(NNc1cc(N2CCCCC2)nc(N2CCCCC2)n1)c1ccccc1 | 4.0 | 6 | 0.6 | 19
O=c1[nH]c(=S)n(-c2ccc(Cl)cc2)c(O)c1/C=C1\C=CC=N1 | -1.0 | -3 | 0.1 | 10
O=C1C(Cc2ccc(O)cc2)NC(=S)N1C1CCCCC1 (centres undefined) | 0.0 | 10 | -0.1 | 10
CCN(CC)c1cc(N2CCN(C(C)=O)CC2)c([N+](=O)[O-])cc1F | -0.6 | 3 | -0.1 | 12
O=C(NC1C2CC3CC(C2)CC1C3)c1ccc([N+](=O)[O-])cc1Cl (centres undefined) | -1.8 | -20 | 0.5 | 11
CN(C)c1ccc(/C=N/N=C(\N)SC2CC(=O)N(c3cccc([N+](=O)[O-])c3)C2=O)cc1 (centres undefined) | -0.1&0.5 | 5&10 | -0.1&-0.1 | -1&13
O=C1OC(C(=O)Nc2ccccc2I)Cc2ccccc21 (centres undefined) | -0.6 | -70 | -0.1 | -7
CCC(C)c1ccccc1OCCCN1CCN(C)CC1 (centres undefined) | 0.2 | 3 | 0.0 | 60*
COc1ccccc1NC(=O)N(CCO)Cc1cc2ccc(C)c(C)c2[nH]c1=O | 0.5 | -12 | 0.0 | 7
Cc1ccc2c(C)nc(Nc3nc(O)cc(=O)[nH]3)nc2c1 | -0.7 | 0 | 0.2 | 22
CC1(C)NC(=O)N(CC(=O)OCC(=O)Nc2ccccc2Sc2ccccc2)C1=O | 1.4 | -2 | -0.1 | 3
O=C1OC(c2ccccc2Cl)=N/C1=C/c1ccc(C(F)(F)F)cc1 | 0.4 | 11 | 0.6 | 12
O=C(COC(=O)c1ccc(O)cc1)Nc1ccc(S(=O)(=O)N2CCOCC2)cc1 | -0.9 | 2 | -0.2 | 10
CC(C)CCNC(=O)c1ccc2c(c1)NC(=O)CS2 | -0.2 | -11 | 0.4 | 20
COc1cc(Nc2cc(C)nc(Nc3cccc(N(C)C)c3)n2)cc(OC)c1OC | 0.5 | 48* | -0.3 | -8
C=C1c2cc(OC)ccc2NC(=O)N1CC | 5.5* | 12 | 0.1 | -7
CSc1cccc(NC(=O)CCNS(=O)(=O)c2ccc3c(c2)oc(=O)n3C)c1 | -0.7 | 2 | 0.2 | 10
O=C(NCc1cccs1)c1cccc(F)c1 | -1.9 | 2 | 0.5 | 13
O=C(Nc1nnc(-c2cccnc2)s1)C1CCCN(c2nc3ccccc3s2)C1 (centres undefined) | 0.8 | -4 | 0.1 | 7
COc1c(OC(C)=O)ccc(/C=N/NC(=O)C(O)c2ccccc2)c1[N+](=O)[O-] (centres undefined) | -0.7 | -2 | 1.0 | 20
O=[N+]([O-])c1ccc2nc(CSc3nnnn3C3CCCCC3)[nH]c2c1 | -3.0 | 6 | 0.1 | 12
CCSCc1nnc(SCC(=O)Nc2nc(-c3ccccc3)cs2)n1C | 1.1 | -3 | 0.0 | 10
Cc1ccsc1CN1CCc2nnc(C(NS(C)(=O)=O)C(C)C)n2CC1 (centres undefined) | 0.6 | 1 | 0.0 | -5
CC(=O)N1CCc2cc(S(=O)(=O)NCCC(=O)Nc3cccc(C)c3C)ccc21 | 1.3 | -3 | 0.1 | -6
Cc1ccc(C2C3=C(Nc4ncnn42)c2ccccc2OC3c2cccs2)cc1 (centres undefined) | -0.7 | 12 | 0.1 | 15
CCC1CCCCN1C(=O)c1sc2ncn(CC(=O)Nc3ccc(C(C)C)cc3)c(=O)c2c1C (centres undefined) | 1.5 | -4 | -0.1 | -2
Cc1ccc(S(=O)(=O)CC(SC#N)c2ccccc2)cc1 (centres undefined) | -0.3 | 7 | -0.3 | -8
N#C/C(=C(/O)COC(=O)Cn1c(C(F)(F)F)nc2ccccc21)c1nc2ccccc2[nH]1 | 3.1 | 0 | -0.5 | -11
Nc1nc2c([nH]c(=O)n2C2OC(CO)C(O)C2O)c(=O)[nH]1 (centres undefined) | -0.1 | 0 | 0.5 | 2
O=C(COC(=O)c1cc(Cl)ccc1[N+](=O)[O-])NC1CCCCC1 | 0.4 | 6 | -0.1 | 12
CC(C)C(C(=O)OCC(=O)c1ccccc1)N1C(=O)C2C3CCC(C3)C2C1=O (centres undefined) | 0.5 | -3 | 0.0 | 5

13 structures from above, ordered by molar mass, ascending:
SMILES | GPR151 ag | TEAD-YAP block | FBW7 act | MITF inh
CC(C)CCNC(=O)c1ccc2c(c1)NC(=O)CS2 | -0.2 | -11 | 0.4 | 20
Cc1ccc2c(C)nc(Nc3nc(O)cc(=O)[nH]3)nc2c1 | -0.7 | 0 | 0.2 | 22
Clc1ccccc1CN1CCN(Cc2cccnc2)CC1 | -0.6 | -3 | -0.2 | 83*
O=C1C(Cc2ccc(O)cc2)NC(=S)N1C1CCCCC1 (centres undefined) | 0.0 | 10 | -0.1 | 10
CCOc1cccc(/C=C2\C(=O)NC(=O)N(c3cccc(Cl)c3)C2=O)c1 | 3.7 | -10 | -0.1 | 16
Cn1cc(Br)c(C(=O)NNC(=O)c2nn(C)cc2[N+](=O)[O-])n1 | 0.5 | 5 | -0.3 | -8
O=C(NNc1cc(N2CCCCC2)nc(N2CCCCC2)n1)c1ccccc1 | 4.0 | 6 | 0.6 | 19
O=C(CNc1ccccc1)N/N=C/c1ccc(OC(=O)c2cccc(F)c2)cc1 | -1.0 | 3 | 0.2 | -3
Cc1cc(N(CC(=O)NCC2CCCO2)S(C)(=O)=O)ccc1Br (centres undefined) | -0.8 | -4 | 0.6 | -1
COc1ccccc1CNC(=O)[C@@H]1CC(O)CN1C(=O)C12CC3CC(CC(C3)C1)C2 (some centres undefined) | 0.4 | 6 | 0.1 | -6
CC(=O)N1CCc2cc(S(=O)(=O)NCCC(=O)Nc3cccc(C)c3C)ccc21 | 1.3 | -3 | 0.1 | -6
O=C(Nc1nnc(-c2cccnc2)s1)C1CCCN(c2nc3ccccc3s2)C1 (centres undefined) | 0.8 | -4 | 0.1 | 7
C=CCC1(CC=C)CCCCN1C(=O)CC1C(=O)NCCN1Cc1ccccc1OC (centres undefined) | 0.7 | -1 | -0.2 | -14

(list continues)
SMILES | GPR151 ag | TEAD-YAP block | FBW7 act | MITF inh
CCOC(=O)c1cnc(Nc2nc3ccccc3s2)nc1CSc1ncccn1 | -1.2 | 3 | -0.1 | 8
CCC(=O)NC(=S)Nc1cccc(NC(=O)CC)c1 | 0.3 | -6 | 0.0 | -3
O=C(NCC1CCCO1)c1ccc(CS(=O)(=O)c2ccc(Br)cc2)o1 (centres undefined) | -1.3 | -12 | 0.7 | 22
O=C(CC1C(=O)NCCN1C(=O)c1ccc([N+](=O)[O-])cc1)Nc1cccc(Cl)c1 (centres undefined) | 7.9* | 2 | 0.0 | -5
O=C(NC(O)C(=O)c1ccccc1)c1ccc(F)cc1 (centres undefined) | 1.8 | -8 | 0.1 | 10
O=C(Cc1cn(-c2ccc(Nc3ccc(N4CCOCC4)cc3)nn2)c2ccccc12)NC1CC1 | -0.7 | -9 | -0.1 | 3
CN1C(=O)C2(c3ccccc31)C1CCCC=C1C(C#N)=C(N)C2(C#N)C#N (centres undefined) | 0.3 | 3 | 0.0 | 7
Cc1cccc(N(CC(=O)NCc2ccccc2)C(=O)CCC(=O)Nc2nccs2)c1 | 0.1 | 1 | 0.0 | -5
CCOc1ccc(NC(=O)c2nnn(-c3ccc(OC)c(Cl)c3)c2C)cc1 | 0.1 | -3 | -0.1 | 6
CCOc1ccc2[nH]c(C)c(CN(C)C)c(=O)c2c1 | 6.8* | -4 | -0.1 | -1
Cc1c(NC(=O)c2ccccc2F)cccc1[N+](=O)[O-] | -1.3 | -45 | -0.1 | 8
CCOc1ccc(/C=C2\C(=O)NC(=O)N(c3cccc(Br)c3)C2=O)cc1 | 2.2 | 0 | 0.1 | 8
O=S(=O)(/N=C(\c1ccc(Cl)cc1)N1CCOCC1)c1ccccc1 | 2.0&-0.4 | 5&-4 | 0.1&0.0 | 3&-7
CSc1nc2sc(C)c(C)c2c(=O)n1C | -1.0 | -4 | 0.5 | -8
CCOc1ccc(C2C(C(=O)Nc3ccccc3OC)=C(C)Nc3ncnn32)cc1OCC (centres undefined) | 0.2 | 4 | 0.1 | 7
Cn1c(=O)[nH]c(=O)c2c1nc(CN1CCOCC1)n2Cc1cccc(Cl)c1 | 0.2 | -6 | 0.0 | -3
CCCCSc1nc2sc3c(c2c(=O)n1-c1ccccc1)CCCC3 | 0.3 | -6 | -0.1 | -4
O=C(Oc1ccccc1)c1ccc(N2C(=O)c3ccc(Br)cc3C2=O)cc1 | -0.7 | 0 | 0.0 | 7
CN(CCc1ccccn1)C(=O)c1ccccc1 | -0.1 | 4 | -0.2 | 60*
O=C(Nc1ccc(Cl)cc1C(F)(F)F)c1cc(S(=O)(=O)NCc2ccc3c(c2)OCO3)ccc1F | 1.0 | -6 | 0.0 | -6
Cn1nccc1Nc1nc2ncnc(NCc3ccccc3)c2[nH]1 | 1.5 | -4 | 0.1 | 12
COC(=O)c1ccsc1NC(=O)CSc1nnnn1Cc1ccccc1 | 1.8 | 0 | 0.0 | 2
COc1ccc(C(=O)CC2(C(F)(F)F)NCCN2)cc1 | -0.3 | -15 | -0.1 | 6
CC(C)N(CCNC(=O)c1ccnc(-c2ccc(C(=O)N3CCN(C)CC3)cc2)c1)C(C)C | 0.1 | -3 | 0.0 | 10
CN(C)S(=O)(=O)N(CC(=O)NCc1ccco1)c1ccccc1 | -0.4 | 1 | -0.1 | -2
CC(=O)N(C)c1ccc(NC(=O)c2ccc(Br)cc2)cc1 | -1.2 | -51 | 0.5 | 14
COc1ccc(N(CC(=O)NCc2ccccc2C)S(=O)(=O)c2ccccc2)cc1 | -0.2 | 3 | 0.0 | -1
O=S(=O)(c1ccc(Cl)cc1Br)N1CCN(Cc2ccccc2)CC1 | 6.2* | -6 | -0.1 | -2

Source: PubChem
